# CHO-K1 Ca PAM = nonselective activator or artifact in parental CHO-K1 calcium assay; ATP EC20, Fluo-8 calcium fluorescence; 0% at ATP EC20, 100% at ATP max; activation, % at 3 µM; actives 0.02% (n = 360,000);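 active means activation above the run cutoff, the mean activation of all test compounds plus 3 SD, cut at about 40% in these data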;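 further: peak over basal fluorescence ratio in a 140 s read after ATP addition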
# M5 antag = antagonists of human muscarinic M5 receptor (CHRM5). P08912. CHO-hM5 cells, Fluo-8 calcium fluorescence, ACh EC80. inhibition, % at 3 µM. actives 0.59% (n = 360,000). AID 624040;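 active means inhibition above a per-plate cutoff, the mean of that plate's test compounds plus 3 SD, cut at about 27% in these data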;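 further: 0% = acetylcholine EC80 with DMSO and 100% = DMSO without agonist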
# Target sequence (P08912 whole entry, looked up): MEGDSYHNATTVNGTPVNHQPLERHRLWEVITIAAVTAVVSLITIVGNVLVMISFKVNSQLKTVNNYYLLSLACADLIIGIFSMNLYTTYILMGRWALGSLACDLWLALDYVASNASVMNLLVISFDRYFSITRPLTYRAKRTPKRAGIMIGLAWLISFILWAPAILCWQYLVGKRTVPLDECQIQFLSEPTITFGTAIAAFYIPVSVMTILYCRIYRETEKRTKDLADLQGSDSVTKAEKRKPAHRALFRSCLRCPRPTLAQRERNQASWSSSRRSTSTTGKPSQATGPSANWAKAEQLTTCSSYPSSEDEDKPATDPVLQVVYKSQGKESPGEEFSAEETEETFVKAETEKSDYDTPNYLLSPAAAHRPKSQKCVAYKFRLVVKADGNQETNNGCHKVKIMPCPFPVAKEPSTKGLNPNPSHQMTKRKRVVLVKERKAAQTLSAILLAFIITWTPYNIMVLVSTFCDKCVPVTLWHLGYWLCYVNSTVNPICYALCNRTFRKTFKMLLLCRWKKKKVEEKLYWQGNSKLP
# TAAR1 antag = human TAAR1 antagonism; inhibition, % at 3 µM; Q96RJ0; actives 1.5% (n = 360,000); AID 624466; CHO RD-HGA16 TAAR1, Fluo-8 calcium fluorescence, antagonist;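 active means inhibition above a per-plate cutoff, the mean inhibition of test compounds on that plate plus 3 SD, cut at about 49% in these data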;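 further: 0% = DMSO plus EC80 beta-PEA response and 100% = DMSO alone without agonist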
# Target sequence (Q96RJ0 whole entry, looked up): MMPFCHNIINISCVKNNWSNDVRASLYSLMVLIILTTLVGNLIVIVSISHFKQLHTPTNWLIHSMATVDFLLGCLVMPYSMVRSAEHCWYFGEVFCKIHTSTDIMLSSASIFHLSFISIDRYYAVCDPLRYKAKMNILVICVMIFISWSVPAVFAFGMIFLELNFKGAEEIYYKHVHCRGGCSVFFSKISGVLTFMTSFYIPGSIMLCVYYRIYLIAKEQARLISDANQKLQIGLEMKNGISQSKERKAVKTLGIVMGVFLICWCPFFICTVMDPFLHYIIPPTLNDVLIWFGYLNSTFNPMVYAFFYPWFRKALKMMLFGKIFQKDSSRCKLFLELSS
#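 Test system – hTAAR1-expressing CHO RD-HGA16 cells, Gα16-coupled · Also added – β-PEA at EC80 concentration, post-compound challenge · Compound – 3 µM, single point · Incubation – dye loading 75 min at 37 °C, then 30 min room temperature · Measured by – Fluo-8 intracellular calcium dye fluorescence, real-time kinetic reads · Benchmarks – vehicle and agonist controls · Replicates – singlicate, one well per test compound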
# CRFBP-R2 agonist = CRF-BP/CRF-R2 complex agonism; HEK293 CRF-R2/CRF-BP, calcium dye fluorescence (FLIPR); percent of saturating CRF peptide response; activation, % at 13.2 µM; actives 0.46% (n = 350,000);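 active means activation of at least 50%, plus an integration ratio under a set limit after plate pattern correction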;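 further: plate controls were neutral control wells without compound for no effect and CRF at EC100 for full effect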
# TAAR1 ag = human TAAR1 agonism | AID 624467 | actives 0.99% (n = 360,000) | activation, % at 3 µM | CHO RD-HGA16 TAAR1, Fluo-8 calcium fluorescence; vehicle wells 0%, saturating PEA agonist 100%;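 active means activation above the mean activation of all test compounds in the run plus 3 SD, cut at about 38% in these data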
#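 System: CHO RD-HGA16 cells carrying human TAAR1 plus Gα16; Incubation: 17-24 h seeding, 75 min 37 °C dye, 30 min RT; Measured by: Fluo-8 fluorescence, 5 s baseline then 140 s kinetic read; Control set: DMSO and PEA EC100; Replication: single well for each compound.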
# M4 PAM = positive allosteric modulators of human muscarinic M4 receptor | P08173 | CHO-K1 hM4/Gqi5, Fluo-8 calcium fluorescence, ACh EC20; 0% = ACh EC20, 100% = maximal ACh | activation, % at 3 µM | actives 0.4% (n = 360,000);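 active means activation above its plate's cutoff, the mean activation of sample wells plus 3 SD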; further: some results filed as inactive read as strong as hits
# CHRM5 PAM = potentiates acetylcholine response at human M5 receptor | P08912 | CHO-K1 hM5, Fluo-8 calcium, ACh EC20 PAM; 0% = ACh EC20, 100% = ACh EC100 | activation, % at 3 µM | actives 0.3% (n = 360,000) | AID 624038;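 active means activation above the run cutoff, the mean activation of all test compounds plus 3 SD, cut at about 18% in these data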
#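 system = human M5 receptor in CHO-K1 cells | compound = one concentration, 3 µM final (nominal) | schedule = Post-acetylcholine fluorescence recording 140 s | signal = Fluo-8 calcium dye fluorescence, kinetic read | benchmarks = low control EC20 acetylcholine (0%), high control EC100 acetylcholine (100%) | repeats = singlicate, one well per test compound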
# CRFBP-R2 block = antagonists of CRF-binding protein/CRF-R2 receptor complex; HEK293 CRF-R2/CRF-BP, CRF-induced calcium fluorescence; inhibition, % at 11.8 µM; actives 0.59% (n = 350,000);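 active means inhibition of the ligand-induced calcium signal above about 50% at the single tested concentration, limit read from the data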
# CHRM5 agonist = CHRM5 agonism in calcium assay. activation, % at 3 µM. P08912. CHO-K1 hM5 cells, Fluo-8 calcium fluorescence; 0% DMSO wells, 100% maximal acetylcholine response. actives 0.19% (n = 360,000);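 active means activation above the run's mean over test compounds plus 3 SD, cut at about 23% in these data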;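 further: signal is peak over basal fluorescence ratio across the kinetic read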
# Numbers without * were called inactive; · = no result given.
# Results follow in this order: CHO-K1 Ca PAM, M5 antag, TAAR1 antag, CRFBP-R2 agonist, TAAR1 ag, M4 PAM, CHRM5 PAM, CRFBP-R2 block, CHRM5 agonist
O=C(Nc1ccccc1)Nc1snnc1C(=O)Nc1cccc(O)c1
    1, 2, 17, -2.5, 10, 3, 1, -21, -5
CCN(C[C@H]1N[C@@](C)(C(=O)OC)[C@H]2C(=O)N(Cc3ccccc3)C(=O)[C@@H]12)C(=O)Nc1ccc(C)cc1
    25, -2, -19, -2.6, 5, 1, -4, -29, 0
O=C(OCC(=O)N1CCC(Cc2ccccc2)CC1)c1ccc[nH]c1=O
    23, 0, 0, -0.1, -2, 9, 1, 0, -2
CCN(C(=O)Nc1cccc2ccccc12)c1ccccc1
    12, 11, -21, 0.8, -1, 10, 7, 11, 0
O=C(OCC(=O)c1c[nH]c2ccccc12)c1cc2ccccc2cc1O
    4, 4, 8, -0.3, 4, -2, -5, -21, 2
COc1ccccc1N1CCN(CCN2C(=O)C3CCCN3C2=O)CC1 (stereo unspecified)
    25, 9, 0, -1.1, 0, 1, 0, 17, -5
C=CCN(CC=C)C(=S)NCCc1ccc(OC)c(OC)c1
    10, 0, 10, -1.0, 3, 5, 7, 14, -1
CCN(CC)S(=O)(=O)c1ccc(N2CCOCC2)c(NC(=O)c2ccc(=O)n(C)n2)c1
    -5, 17, -9, -0.5, 1, 16, 3, -6, 2
CC1Cc2ccccc2N1C1=NS(=O)(=O)c2ccccc21 (stereo unspecified)
    3, 5, 22, -0.4, 2, 2, -7, 30, -1
COc1ccc(NC(=O)C2C3C=CC(O3)C2C(=O)NCc2cccnc2)cc1 (stereo unspecified)
    14, -1, 0, 0.5, 3, 16, 5, 0, -3
O=C(CNC(=O)c1cccs1)NCCN1CCN(c2ccccc2F)CC1
    20, -1, -6, 0.3, 2, 4, 0, 7, 0
CN(C)CCCC(C)(O)C(C)(C)c1ccccc1 (stereo unspecified)
    10, -1, -3, -2.0, -1, -2, -1, 3, -5
COC(=O)C(CC(=O)c1ccc(Br)cc1)n1cccn1 (stereo unspecified)
    4, -6, -3, -2.6, -1, -1, -2, -2, 2
Cc1cccc(CC(=O)NC2CCS(=O)(=O)C2)c1 (stereo unspecified)
    -5, 4, -9, -0.2, 7, 8, 2, -1, 3
CCn1c(CNC(=O)c2ccc3c(c2)OCO3)nnc1SCC(=O)Nc1cc(C)ccc1OC
    9, 2, 2, -0.9, 15, 3, -1, 8, -2
CCN(CC)S(=O)(=O)c1ccc(OC)c(NC(=O)c2ccc(OC)c([N+](=O)[O-])c2)c1
    3, 8, -7, 0.6, 5, 0, 2, 21, -6
COc1cccc(NC(=O)N(C)C[C@@H]2OCc3cnnn3CCCC(=O)N([C@H](C)CO)C[C@@H]2C)c1
    -4, -1, -2, -1.1, 3, 0, 5, -3, 0
O=C(NCc1ccco1)C1CCCN(S(=O)(=O)c2ccccc2)C1 (stereo unspecified)
    14, -3, -5, 1.9, 3, 4, -3, -3, 2
Cc1ccc(CNc2ccc3c(c2)ncn3C(C)C)cc1
    -6, 4, -9, 61*, 11, 11, 0, -46, -10
CCOC(=O)C1=C(C)Nc2ccccc2N=C1NC(=O)c1cccc(S(=O)(=O)N(C)C)c1
    8, 5, 3, -0.8, 4, -7, -11, -6, -11
CCOC(=O)/C(=N\Nc1cc(C(F)(F)F)ccc1Cl)N(CC)CC
    9, -2, -24, -0.6, 0, -8, 1, 12, -2
CCCC(C)NC(=O)CSc1nnc(-c2c[nH]c3ccccc23)o1 (stereo unspecified)
    -7, 17, -4, -0.2, 0, 3, 2, 6, -4
COc1ccc2cc(C(=O)N(C)Cc3ccccc3)[nH]c2c1
    4, 5, -18, 3.7, 1, -3, 0, 9, 2
Cc1ccc(-c2nc(CS(=O)CC(=O)NCc3ccc(F)cc3)c(C)o2)cc1 (stereo unspecified)
    -11, 7, -24, -0.6, 3, 1, -3, 1, -7
COC(=O)C1C2C=CC3(CN(c4cccc(C)c4)C(=O)C13)O2 (stereo unspecified)
    8, 4, 1, -1.2, 2, 7, -4, 1, 0
CN(C(=O)CNC(=O)c1ccc(Br)o1)C1CCCCC1
    -4, 21, -17, 5.5, 1, 7, -11, 7, -2
O=C(NCc1ccccc1)c1ccc(NC(=O)c2ccco2)cc1
    -16, 21, 7, 0.1, 2, -2, -5, -6, -3
Cc1ccccc1N(CC(=O)NC1CCCC1)C(=O)c1oc(C(C)(C)C)cc1C
    15, 0, ·, 13, ·, -3, 4, -52, 1
Cc1ccccc1C(=O)O/N=C/c1c(N2CCOCC2)n(C)c2ccccc12
    -5, -10, 23, 0.3, 11, -7, 7, -30, 2
Cc1ccc(NC(=O)C2CCCCC2C(=O)O)cc1C (stereo unspecified)
    -1, 5, -41, 6.3, 1, 21, 12, 4, -2

# Given as tab-separated lines: 5 of the compounds above
smiles	CHO-K1 Ca PAM	M5 antag	TAAR1 antag	CRFBP-R2 agonist	TAAR1 ag	M4 PAM	CHRM5 PAM	CRFBP-R2 block	CHRM5 agonist
O=C(NCc1ccccc1)c1ccc(NC(=O)c2ccco2)cc1	-16	21	7	0.1	2	-2	-5	-6	-3
Cc1ccc(-c2nc(CS(=O)CC(=O)NCc3ccc(F)cc3)c(C)o2)cc1 (stereo unspecified)	-11	7	-24	-0.6	3	1	-3	1	-7
O=C(OCC(=O)c1c[nH]c2ccccc12)c1cc2ccccc2cc1O	4	4	8	-0.3	4	-2	-5	-21	2
COc1ccccc1N1CCN(CCN2C(=O)C3CCCN3C2=O)CC1 (stereo unspecified)	25	9	0	-1.1	0	1	0	17	-5
O=C(OCC(=O)N1CCC(Cc2ccccc2)CC1)c1ccc[nH]c1=O	23	0	0	-0.1	-2	9	1	0	-2

# (continued)
# Results follow in this order: CHO-K1 Ca PAM, M5 antag, TAAR1 antag, CRFBP-R2 agonist, TAAR1 ag, M4 PAM, CHRM5 PAM, CRFBP-R2 block, CHRM5 agonist
CC(C)c1nnc(SCC(=O)N2CCN(C(=O)c3ccco3)CC2)n1N
    6, 15, -7, 6.4, 0, -5, -13, -16, 3
C/C(NC1CCCCC1)=C(/C#N)C(=O)NCCN1CCOCC1
    17, 1, 0, -1.1, 0, 0, 2, 6, -2
Cc1cc(S(=O)(=O)c2ccc(Cl)cc2)nc(S(=O)(=O)c2ccc(Cl)cc2)c1C#N
    -13, 8, 68*, 20, 5, -13, 11, -31, 7
CC(C)c1ccc(C2(C)NC(=O)N(CC(=O)NC3(C#N)CCCC3)C2=O)cc1 (stereo unspecified)
    22, -3, -1, 0.2, 0, 10, 10, 4, 2
CC1(c2ccc(Cl)cc2)NC(=O)N(CC(=O)Nc2ccc(F)cc2)C1=O (stereo unspecified)
    -26, 7, 17, 3.8, 15, 1, 3, -2, 6
COc1cc(CN2CC(=O)N(c3ccccc3Cl)C2=S)cc(OC)c1OC
    -3, 21, 75*, 32, 25, -16, -24, -14, 10
COc1ccc(CNC(=O)c2ccc(Cl)c(NC3=NC4CS(=O)(=O)CC4S3)c2)cc1 (stereo unspecified)
    16, 1, -14, -0.8, 1, 7, 3, 4, 1
O=C(Nc1cccc2ccccc12)C1CCN(C(=O)NCc2ccccc2)CC1
    -6, 7, 3, 1.2, 9, -2, -4, -10, 0
Cc1cccnc1NC(=O)C12CCC(C)(C(=O)O1)C2(C)C (stereo unspecified)
    15, 1, 12, -0.5, 3, -4, -3, -8, -1
CCn1c(C)nc([N+](=O)[O-])c1Sc1ccc(F)cc1
    10, -3, 4, -0.1, 0, -8, -1, -10, -3
CC(CC(=O)OCC(=O)NCc1ccc(Cl)cc1)c1ccccc1 (stereo unspecified)
    9, -4, 1, 1.0, -2, -2, -2, -6, -4
Cc1ccc2c(C(=O)CN3CCC(C(N)=O)CC3)c(C)[nH]c2c1
    4, 11, ·, ·, ·, -6, -5, ·, 2
COc1c(/C=N/NS(=O)(=O)c2ccc(C)cc2)c(CCN(C)C(C)=O)cc2c1OCO2
    -8, -2, -4, -0.7, 4, -4, 3, -2, -3
CN(Cc1cc(Cl)cc(Cl)c1O)Cc1c(O)ccc2ccccc12
    -3, 17, -21, 5.3, 7, -5, 0, -30, -4
Cc1ccc(C(=O)OCC(=O)N(Cc2ccccc2)C(C)C)cc1C
    -9, 21, -2, -0.7, 3, 1, -7, 1, -2
CCN1CCN(C(=O)Nc2ccc(OC)cc2OC)CC1
    11, 9, 6, -0.4, 2, 2, 0, 4, -3
COc1ccc(-c2noc(CCC(=O)N3CCN(c4cccc(OC)c4)CC3)n2)cc1
    -9, 9, 53*, 0.8, 11, -10, -12, 1, 4
COc1ccc(-c2oc3ccc(-c4cc(OC)c(OC)c(OC)c4)cc3c2C(=O)c2ccc(OC)nc2)cc1
    19, 13, -7, 1.5, 5, 1, -5, 8, 1
CCOc1ccc(-n2c(C)cc(/C=N/N(C)C)c2C)cc1
    -13, 7, -5, -1.2, 0, -3, 0, 9, -7
Cc1cccc(-c2cc(N)n(-c3ccccc3)n2)c1
    -7, -8, -8, 0.6, -1, 3, 7, 10, -2
COc1ccc(S(=O)(=O)Nc2ccc3c(c2)C(=O)N([C@@H](C)CO)C[C@H](C)[C@H](CN(C)CC2CC2)O3)cc1
    11, 8, 9, -2.9, 5, 3, 7, 3, -1
COc1ccccc1NC(=S)NC(=O)c1ccc(-c2ccc(Cl)cc2)o1
    4, 3, -27, -0.3, 6, 3, 4, -16, 2
Cc1ccc(Cn2nnc3c(=O)n(CC(=O)c4ccccc4)cnc32)cc1
    17, 2, 5, 1.9, 8, -1, -5, -6, 2

# Pulled one by one from above (two):
# Results follow in this order: CHO-K1 Ca PAM, M5 antag, TAAR1 antag, CRFBP-R2 agonist, TAAR1 ag, M4 PAM, CHRM5 PAM, CRFBP-R2 block, CHRM5 agonist
CC(CC(=O)OCC(=O)NCc1ccc(Cl)cc1)c1ccccc1 (stereo unspecified)
    9, -4, 1, 1.0, -2, -2, -2, -6, -4
Cc1cccc(-c2cc(N)n(-c3ccccc3)n2)c1
    -7, -8, -8, 0.6, -1, 3, 7, 10, -2

# Full records as entered above. Values in the order: CHO-K1 Ca PAM	M5 antag	TAAR1 antag	CRFBP-R2 agonist	TAAR1 ag	M4 PAM	CHRM5 PAM	CRFBP-R2 block	CHRM5 agonist
# `Cc1cccc(-c2cc(N)n(-c3ccccc3)n2)c1` is listed with -7	-8	-8	0.6	-1	3	7	10	-2
# `Cc1cc(S(=O)(=O)c2ccc(Cl)cc2)nc(S(=O)(=O)c2ccc(Cl)cc2)c1C#N` is listed with -13	8	68*	20	5	-13	11	-31	7
# `C/C(NC1CCCCC1)=C(/C#N)C(=O)NCCN1CCOCC1` is listed with 17	1	0	-1.1	0	0	2	6	-2
# `COc1c(/C=N/NS(=O)(=O)c2ccc(C)cc2)c(CCN(C)C(C)=O)cc2c1OCO2` is listed with -8	-2	-4	-0.7	4	-4	3	-2	-3
# `Cc1cccnc1NC(=O)C12CCC(C)(C(=O)O1)C2(C)C` (stereo unspecified) is listed with 15	1	12	-0.5	3	-4	-3	-8	-1
